Screening data from PubChem.
ERAP1 inh = ERAP1 (human) enzyme inhibition; Q9NZ08; recombinant ERAP1, Leu-AMC fluorescence, 60 min; inhibition, % at 10.7 µM; actives 0.15% (n = 340,000); AID 652197;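 active means mean replicate inhibition of at least 30%, or all replicates individually reaching that 30% level; inactive means mean below 30% and not every replicate reaching it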;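 further: 0% = neutral control wells and 100% = L-leucinethiol positive control wells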
SIRT5 inh = blocks human SIRT5 desuccinylation of peptide; Q9NXA8; AID 652115; actives 1.1% (n = 330,000); Purified SirT5, succinyl-peptide AMC, trypsin-coupled fluorescence; inhibition, % at 15 µM; in the data active means inhibition above about 15%; inconclusive means no clear call, values can overlap the other calls
Target sequence (Q9NXA8 whole entry, looked up): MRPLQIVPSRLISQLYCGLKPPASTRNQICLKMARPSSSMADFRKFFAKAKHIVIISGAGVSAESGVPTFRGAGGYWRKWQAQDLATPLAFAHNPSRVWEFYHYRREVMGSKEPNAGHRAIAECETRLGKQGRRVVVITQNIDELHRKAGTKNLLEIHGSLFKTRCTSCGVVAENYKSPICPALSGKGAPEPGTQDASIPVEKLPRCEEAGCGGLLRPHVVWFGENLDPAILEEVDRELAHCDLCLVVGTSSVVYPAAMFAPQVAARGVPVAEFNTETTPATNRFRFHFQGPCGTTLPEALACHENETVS
CASP6 VEID inh = caspase-6 (human) enzyme inhibition; inhibition, % at 12.5 µM; actives 0.53% (n = 350,000); purified caspase-6, Z-VEID-R110 cleavage fluorescence;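 active means mean inhibition across replicates at least about 35%, with every replicate also reaching that limit, limit read from the data; inconclusive means only one of the two criteria met; inactive means neither criterion met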;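 further: 0% = median of neutral control wells and 100% = no fluorescence left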
Target sequence (P55212 24-179 limits assumed): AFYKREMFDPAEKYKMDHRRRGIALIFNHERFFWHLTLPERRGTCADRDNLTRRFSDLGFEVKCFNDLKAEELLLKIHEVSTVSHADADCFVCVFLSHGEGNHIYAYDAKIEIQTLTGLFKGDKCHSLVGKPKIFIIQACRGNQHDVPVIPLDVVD
Target sequence (P55212 194-293 limits assumed): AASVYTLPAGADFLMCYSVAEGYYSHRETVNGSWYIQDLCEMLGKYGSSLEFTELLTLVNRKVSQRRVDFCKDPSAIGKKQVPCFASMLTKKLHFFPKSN
F508del corr = CFTR F508del correction in bronchial cells | CFBE cells, YFP halide quenching; stimulated with forskolin plus potentiator P3; % fluorescence drop versus neutral controls | activity (quench increase), % at 7.58 µM | actives 0.36% (n = 350,000) | AID 720511;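 active means mean added fluorescence quench of at least 8% versus neutral control, with both replicates also reaching 8%; inconclusive means only one of the mean or replicate conditions met; inactive means mean below 8% and not both replicates reaching 8%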;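 further: cells transiently co-express mutant CFTR-F508del with the halide-sensitive YFP; corrector assay measuring rescue of mutant channel to the surface after 24 h compound exposure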
DENV2 CPE = protects cells from dengue virus 2 cytopathic effect; DENV2-infected cells, cytopathic effect rescue, plate reader; CPE inhibition, % at 9.99 µM; actives 1.7% (n = 350,000); in the data active means CPE inhibition above about 20%, passing the limit was not always enough; inconclusive means no clear call, values can overlap the other calls; tested in BHK-21 cells;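 further: 0% = median of neutral control wells and 100% = median of positive control wells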
miR122 inh = miR-122 inhibition in Huh7 cells | Huh7 miR-122 Renilla luciferase sensor, 48 h; neutral wells = 0, positive control = 100 | AID 602342 | actives 0.3% (n = 340,000) | activation (reporter increase), % at 12.5 µM;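 active means mean replicate activation score at least 90 and every replicate individually at or above 90; inconclusive means only one of the two criteria met; inactive means neither criterion met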;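 further: higher luciferase means less miR-122 activity so hits act as miR-122 inhibitors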
ERp5 inh = inhibitors of human ERp5 | ERp5 insulin aggregation, absorbance 650 nm, 90 min | inhibition, % at 9.99 µM | actives 0.05% (n = 350,000) | AID 651711;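 active means mean replicate inhibition above about 25%, with every replicate also reaching it, limit read from the data, passing the limit was not always enough; inconclusive means only one of those two criteria met; inactive means neither criterion met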
Target sequence (Q15084 whole entry, looked up): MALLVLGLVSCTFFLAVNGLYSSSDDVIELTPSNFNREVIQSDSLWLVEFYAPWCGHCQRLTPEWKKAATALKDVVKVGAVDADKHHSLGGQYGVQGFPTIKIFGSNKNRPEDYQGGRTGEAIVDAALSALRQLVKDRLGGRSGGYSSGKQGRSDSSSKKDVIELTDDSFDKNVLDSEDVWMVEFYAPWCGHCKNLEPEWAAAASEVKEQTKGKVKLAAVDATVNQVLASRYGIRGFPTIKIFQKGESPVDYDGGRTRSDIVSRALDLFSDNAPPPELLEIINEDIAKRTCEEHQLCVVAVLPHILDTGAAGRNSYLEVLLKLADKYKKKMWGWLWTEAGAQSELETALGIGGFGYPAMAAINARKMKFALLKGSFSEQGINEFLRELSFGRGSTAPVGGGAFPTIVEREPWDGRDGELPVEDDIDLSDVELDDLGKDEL
Starred values were filed as active, the others as inactive; ? = inconclusive; . = not tested or not shown; & = joins results of further samples; ! = not active in a repeat; [ ] = another dose, or the depositor's remark.

SMILES	ERAP1 inh	SIRT5 inh	CASP6 VEID inh	F508del corr	DENV2 CPE	miR122 inh	ERp5 inh
Cc1ccc(-n2c(-c3ccccc3)c[n+]3c2CCC3)cc1	-4	-2	-6	-4.4	4	.	-6
COC(=O)C1CCN(C(=O)c2ccc3nc(-c4cccc(OC)c4)oc3c2)CC1	6	-1	2	-4.2	2	.	-1
COCC(C)NC(=O)CSc1nc2ccccc2c(=O)n1CCc1ccc(S(N)(=O)=O)cc1 (stereo not given)	2	-1	-1	7.1	-4	-3	-3
C[C@@H]1CCCCO[C@H](CN(C)Cc2ccc(C(F)(F)F)cc2)[C@@H](C)CN([C@H](C)CO)C(=O)c2cc(NC(=O)Nc3cccc4ccccc34)ccc2O1	.	.	.	2.1	-12	-11[16.7 µM]	.
C[C@H](CO)N1C[C@H](C)[C@H](CN(C)C(=O)NC2CCCCC2)Oc2c(NC(=O)Nc3ccc4c(c3)OCO4)cccc2C1=O	-1	1	-1	0.7	-6	9[16.7 µM]	-4
C[C@@H]1CN([C@@H](C)CO)S(=O)(=O)c2ccc(C#CCC3CCCC3)cc2O[C@@H]1CN(C)C(=O)c1cnccn1	1	3	1	2.5	-9	1[16.7 µM]	-4
CCO[C@H]1OC(C(=O)NCc2ccccc2)=C[C@@H](C2CC2)[C@@H]1CCCO	3	-2	3	-0.6	?	2	3
C[C@H]1CN([C@@H](C)CO)C(=O)c2cc(NC(=O)C3CCCCC3)ccc2O[C@H]1CN(C)Cc1ccc(-c2ccccc2)cc1	0&-4	40*!	2&-2	-3.6&-1.8	-3&5	-6[16.7 µM]	-2&2
CCCC(CCC)C(=O)Nc1cccc(C(=O)O)c1	-4	-1	-2	-2.5	0	-5	?
CC[C@]12c3[nH]c4ccc(OC)cc4c3CCN1C(=O)C(CC(=O)NCCCOC)C[C@@H]2C(=O)N1CCN(C(=O)c2ccco2)CC1 (stereo not given in full)	-1	3	2	-3.8	-12	-3	6
O=C(NC(Cc1ccccc1)C(=O)N1CCN(c2ccc(F)cc2)CC1)c1ccccc1 (stereo not given)	-1	.	-9	3.9	7	0	-8
Cc1ccc2c(c1)C(c1ccccc1)CC(=O)O2 (stereo not given)	6	-4	1	0.6	0	-6	3
CCOC(=O)C1CCN(C(=O)Nc2ccc(C)c(Cl)c2)CC1	-1	.	1	-3.5	19	-2	4
COc1ccc(-c2sc3ccccc3c2C#CCO)cc1	4	-1	3	-2.8	-5	2	6
COc1ccc(NC(=O)N(C)C[C@H]2Oc3cc(C#CCC(C)C)ccc3S(=O)(=O)N([C@H](C)CO)C[C@H]2C)cc1	-1	25*	2	0.9	-1	-26[16.7 µM]	1
c1ccc(CSC2=NNC(c3ccccn3)S2)cc1 (stereo not given)	.	1	-1	1.2	3	.	-4
CC(C)Oc1cc(F)ccc1-c1cc(C(=O)NCc2cccnc2)[nH]n1	0	-7	1	-2.6	1	-7	-3
C[C@H]1C(=O)N(C)CCN1Cc1cn(C)nc1-c1ccc(Oc2ccccc2)cc1	-2	-1	-2	-2.6	1	-5	5
COc1cccc(-c2nc(CS(=O)(=O)CC(=O)NCCCN3CCOCC3)c(C)o2)c1	-10	-2	-2	-4.9	-1	-4	-4
COc1cccc(S(=O)(=O)Nc2ccc3c(c2)[C@@H]2C[C@H](CC(=O)N4CCCCC4)O[C@H](CO)[C@@H]2O3)c1	-2	-2	1	-1.9	3	5[16.7 µM]	1
O=C(O)C1CC(=O)N(Cc2cccs2)C1 (stereo not given)	0	0	3	-1.9	.	-6	-1
C/C(=N\OCC(=O)Nc1c(C)cc(C)cc1C)c1ccc2c(c1)OCCO2	-2	-1	1	.	-3	-2	4
CCN(CC)CCCNC(=O)CCC(=O)Nc1ccc2nc(N3CCCCC3)cc(C)c2c1	7	-18	-24	1.0	0	11	0
CC1=C(C(=O)OCc2ccccc2)C(c2ccc3c(c2)OCO3)NC(=O)N1CCCC(=O)O (stereo not given)	-4	1	2	4.3	-4	.	-4
Cc1ccc(N2CCN(C(=O)c3cccs3)CC2)c(C)c1	-2	0	2	0.8	11	-9	-4
The listing continues.
SMILES	ERAP1 inh	SIRT5 inh	CASP6 VEID inh	F508del corr	DENV2 CPE	miR122 inh	ERp5 inh
C[C@H](CO)N1C[C@H](C)[C@@H](CN(C)C(=O)C2CCOCC2)Oc2ncc(C#CC(C)(C)O)cc2C1=O	-2	-3	-1	-0.4	1	-4[16.7 µM]	2
C[C@H](CO)N1C[C@H](C)[C@H](CN(C)Cc2ccc(-c3ccccc3)cc2)Oc2ccc(NS(=O)(=O)c3ccccc3)cc2C1=O	-3	15	-1	1.0	1	2[16.7 µM]	-3
Cc1ccc(C23CC4CC(CC(C(=O)NC(C)C(N)=O)(C4)C2)C3)cc1 (stereo not given)	-4	-5	-10	-3.7	14	-2	1
CC1CCCC(NC(=O)CSc2cccc[n+]2[O-])C1C (stereo not given)	1	-1	-1	0.3	0	.	2
CC(C)(C)c1ccccc1NC(=O)N1CCNC(=O)C1CC(=O)Nc1ccc(F)cc1 (stereo not given)	-2	-1	6	0.4	2	0	2
C[C@@H]1CN([C@H](C)CO)C(=O)c2cc(-c3ccccc3F)cnc2O[C@@H]1CN(C)C(=O)C1CCC1	0	8	-1	-1.3	11	2[16.7 µM]	-3
Cc1ccc(NC(=O)COc2ncnc3ccccc23)cc1S(=O)(=O)N1CCOCC1	0	-6	-2	.	15	-2	5
O=C1c2ccccc2C(=O)N1CCCn1c2ccc(Cl)cc2c2nc3ccccc3nc21	.	-3	-2	2.1	-5	.	-2
CCOc1ccc(S(=O)(=O)Nc2ccc3c(c2)OCO3)cc1	-2	0	-1	2.2	1	59	1
CC(/C=C/c1ccc(O)cc1)=NNc1ccccc1	-5	-10	1	18*	-2	-1	3
O=C(NCC(c1ccco1)N1CCN(c2ccccc2F)CC1)c1ccc2c(c1)OCO2 (stereo not given)	2	0	2	1.8	12	1	8
CC(C)C[C@H]1CNC(=S)N1C[C@H]1CCCN1C[C@H](Cc1ccccc1)N1C[C@H](Cc2ccc(O)cc2)N(CCc2ccccc2)C1=S	.	1	5	1.8	-1	0	2
O=C(COc1ccc(Cl)cc1)NCCNC(=O)c1cnccn1	0	-1	0	0.2	0	-2	-2
COc1ccc2c3c(n(C)c2c1)[C@@H](CO)N(CC1CCOCC1)CC31CN(CC2CCOCC2)C1	1	.	.	-2.2	-2	.	3
CN(C)S(=O)(=O)c1ccc(NC(=S)NC(=O)c2cccs2)cc1	1	-1	0	-4.2	-1	10	-2
COc1ccccc1S(=O)(=O)N[C@H]1CC[C@H](CCNC(=O)C2CCC2)O[C@H]1CO	6	0	2	1.1	-4	.	-3
Cc1csc(NC(=O)CSc2nncc(=O)n2N)n1	3	2	1	2.6	-3	-5	0
COc1ccc(S(=O)(=O)N2CCC(C(=O)N[C@@H](C)C(=O)NCc3ccccc3OC)CC2)cc1	-3	-1	-1	1.3	-3	-4	4
CCN(c1ccccc1)S(=O)(=O)c1ccc(Cl)c(C(=O)NC2CCN(Cc3ccccc3)CC2)c1	1	-1	-60	1.0	1	-5	-2
CSc1ccccc1NC(=O)C(C)N(C)CC(=O)N1CCN(Cc2ccccc2)CC1 (stereo not given)	-6	-7	-1	5.2	-6	-8	0
CCC(=O)N1[C@@H]2c3ccc(-c4ccccc4F)c(=O)n3C[C@H]1[C@H](CO)[C@H]2C(=O)NC1CCC1	4	-12	-1	1.9	12	3[16.7 µM]	-9
C[C@@H]1CN([C@H](C)CO)C(=O)Cc2cc(NC(=O)CCC(F)(F)F)ccc2O[C@@H]1CN(C)C(=O)Nc1ccc(C(F)(F)F)cc1	.	.	.	0.0	-2	6[16.7 µM]	.
C[C@@H]1CN([C@H](C)CO)S(=O)(=O)c2ccc(C3=CCCCC3)cc2O[C@H]1CN(C)Cc1cccc(C(=O)O)c1	0	5	-2	1.3	-3	21[16.7 µM]	-2
CN1C(=O)c2cc(NC(=O)c3cc(F)cc(F)c3)ccc2OC[C@H]2O[C@@H](CC(=O)O)CC[C@H]21	0	-3	3	-2.5	2	-7[16.7 µM]	-1
O=C1CCCc2nc3c(cc21)C(O)Oc1ccccc1-3 (stereo not given)	-2	-3	-1	-10	6	5	1
More entries follow.
SMILES	ERAP1 inh	SIRT5 inh	CASP6 VEID inh	F508del corr	DENV2 CPE	miR122 inh	ERp5 inh
CCCN(CC(=O)Nc1ccccc1C)C(=O)c1ccc(S(=O)(=O)N2CCCCC2)cc1	-2	4	-2	2.2	?	-1	4
O=C(CN1C(=O)CC(c2ccccc2)S(=O)(=O)c2ccccc21)N1CCCC1 (stereo not given)	-1	-3	0	-4.1	-5	.	-6
O=C(NCC[C@@H]1CC[C@@H](NC(=O)C2CC2)[C@@H](CO)O1)c1ccc(F)cc1	0	-1	-1	-0.7	-2	.	-3
C[C@H]1CN([C@@H](C)CO)C(=O)c2cc(-c3ccc(C#N)cc3)cnc2O[C@H]1CN(C)C(=O)CC1CC1	-2	-4	-4	-2.3	10	-4[16.7 µM]	2
COc1ccc(-c2ccc([C@@H]3[C@H]4CN(Cc5ccccc5)CC(=O)N4[C@H]3CO)cc2)cc1	-1	-3	2	-0.5	4	.	7
Cn1ccnc1C(=O)c1ccc(N)cc1	3	3	2	4.4	6	-3	-4
COc1ccccc1C(=O)Nc1ccc2c(c1)OC[C@@H](C)N(C)C[C@H](C)[C@@H](OC)CN(C)C2=O	1	2	-4	-0.5	11	-10[16.7 µM]	-2
O=c1cc(CSc2nnc(C3CC3)n2Cc2ccccc2)nc2sccn12	0	-2	0	1.1	-2	.	2
CCCC#Cc1cnc2c(c1)C(=O)N([C@H](C)CO)C[C@@H](C)[C@H](CN(C)Cc1cccnc1)O2	1	-6	2	0.4	-11	0[16.7 µM]	2
C/C=C1\NC(=O)[C@H](CC(N)=O)N(C)C(=O)C([C@@H](C)O)NC(=O)C(CCCc2ccc(OC)cc2)NC(=O)[C@H](C(C)C)NC(=O)/C(=C\C)NC(=O)[C@H](O)[C@@H](C[C@@H](O)CCCCCCC)NC(=O)[C@H](C)NC(=O)CN(C)C(=O)[C@H](CCC(N)=O)NC1=O (stereo not given in full)	.	1	10	-0.2	2	7	-7
Cc1ccc(NC(=S)N2CCN(c3ccccn3)CC2)c(C)c1	7	7	4	5.6	-1	.	9
COc1cc(OC)c(N(C)C(=O)c2cc3c(s2)-c2ccccc2S(=O)(=O)C3)cc1Cl	0	.	-1	3.1	-18	.	-2
COc1ccc(S(=O)(=O)N(C)C[C@@H]2OCCCC[C@H](C)Oc3ccc(NC(=O)NC4CCCCC4)cc3C(=O)N([C@@H](C)CO)C[C@H]2C)cc1	2	-4	-2	-3.2	-9	-2[16.7 µM]	23
COc1ccc2c3c([nH]c2c1)[C@@H](CO)N(Cc1cccnc1)CC31CCN(C(=O)c2cccnc2)CC1	3	0	4	-0.5	-9	.	0
Cn1cc(CCC(=O)NCCCc2ccccc2)c2ccccc21	5	-3	0	.	-1	.	3
CCOc1ccc(C(=O)N2CCN(CCc3ccccc3)CC2)cc1OCC	3	-2	1	-3.0	14	-4	1
CN(C)C(=O)C[C@@H]1CC[C@@H]2[C@H](COC[C@@H](O)CN2Cc2nccs2)O1	-1	-1	1	-1.7	-3	3[16.7 µM]	-4
CC(C)C[C@H](NC(=O)c1nc[nH]c1C(=O)NCc1ccc(CNC(=O)OC(C)(C)C)cc1)C(=O)OC(C)(C)C	3	3	-5	-0.2	-3	.	12
O=C(CN1C2CCCC1CC(NC(=O)c1ccccc1)C2)NC1CC1 (stereo not given)	.	.	-6	-4.3	5	6	2
CC(/C=N/NC(=O)NC1CCCCC1)=C\c1ccccc1	-2	-1	0	-2.4	-2	.	-3

Rows are unselected (roughly 4% active in at least one column).
